# Screening data: PubChem, several laboratories
# HEK293 NFkB inh – inhibitors of PMA/ionomycin-induced NF-kB reporter, primary screen, antigen receptor NF-kB inhibitor project, cell-based, HEK-293 luciferase reporter, luminescence | HEK-293 NF-kB luciferase reporter | 0.21% of 62,000 active | inhibition, % at 3 µM | AID 465, 2006;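 active = inhibition above the mean of all tested compounds plus 3 SD, cut at about 40% in these data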;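 note: 0% = stimulated DMSO wells and 100% = 10 µM reference inhibitor 5653914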
#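 Signal: luciferase luminescence; Material: HEK-293 cells with stable firefly luciferase reporter driven by four HIV NF-kB elements; Probe or stimulus: PMA with ionomycin; Replication: tested once; Times: 1 h compound pretreatment, then 16 h stimulation at 37 °C, 5% CO2; Benchmarks: DMSO and 10 µM reference inhibitor; Evaluation: per-plate % inhibition versus controls.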
# TNAP act DEA – human TNAP enzyme activators, primary screen, biochemical, luminescent, intermediate phosphate acceptor level; 64,000 tested, under 10 active; Alkaline phosphatase, tissue-nonspecific isozyme (Homo sapiens), P05186; activation factor at 20 µM; purified TNAP, CDP-star luminescence, 100 mM DEA, 30 min; stronger effect = higher value; scale: 0 levamisole-inhibited, 1 vehicle-only enzyme;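 active = activation factor of at least 2 at 20 µM, relative to controls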
# Jurkat viability – cytotoxicity toward Jurkat T cells, primary screen, cytotoxicity control, cell-based, Jurkat E6.1, 60K MLSMR library | Jurkat E6.1 viability, ATP luminescence, 48 h | inhibition, % at 4 µM | 1.2% of 56,000 active;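 active = inhibition above the mean inhibition of all tested compounds plus 3 SD, cut at about 28% in these data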
# DUSP1 inh – MKP-1 phosphatase inhibitors, primary screen, biochemical, in vitro; Dual specificity protein phosphatase 1 (Homo sapiens), P28562; recombinant MKP-1, OMFP hydrolysis fluorescence; inhibition, %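 (compounds tested at a single concentration somewhere between 10 and 100 µM)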; 0.15% of 65,000 active;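 active = inhibition above about 50%, limit read from the data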;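 note: 0% = DMSO max control wells and 100% = wells with enzyme stopped by NaOH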
# PKA inh – inhibitors of human PKA kinase activity, primary screen, biochemical, ATP-depletion luminescence, Kemptide substrate. cAMP-dependent protein kinase catalytic subunit alpha (Homo sapiens), P17612. PKA Kemptide phosphorylation, Kinase-Glo ATP luminescence. inhibition, % at 6 µM. 0.1% of 65,000 active. AID 524, 2006;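 active = inhibition above the screen-wide mean inhibition plus 3 SD, cut at about 21% in these data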; note: many of its hits are not listed in these tables
# JNK3 blocker – JNK3 kinase activity inhibitors, primary screen, biochemical, human, purified enzyme | inhibition, % at 8 µM | AID 746, 2007 | HTS | Mitogen-activated protein kinase 10 (Homo sapiens), P53779 | 0.61% of 60,000 active; in the data active = inhibition above about 17%;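 note: 0% = DMSO and 100% = reference inhibitor; many of its hits are not listed in these tables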
# Target sequence (P53779 whole entry, looked up): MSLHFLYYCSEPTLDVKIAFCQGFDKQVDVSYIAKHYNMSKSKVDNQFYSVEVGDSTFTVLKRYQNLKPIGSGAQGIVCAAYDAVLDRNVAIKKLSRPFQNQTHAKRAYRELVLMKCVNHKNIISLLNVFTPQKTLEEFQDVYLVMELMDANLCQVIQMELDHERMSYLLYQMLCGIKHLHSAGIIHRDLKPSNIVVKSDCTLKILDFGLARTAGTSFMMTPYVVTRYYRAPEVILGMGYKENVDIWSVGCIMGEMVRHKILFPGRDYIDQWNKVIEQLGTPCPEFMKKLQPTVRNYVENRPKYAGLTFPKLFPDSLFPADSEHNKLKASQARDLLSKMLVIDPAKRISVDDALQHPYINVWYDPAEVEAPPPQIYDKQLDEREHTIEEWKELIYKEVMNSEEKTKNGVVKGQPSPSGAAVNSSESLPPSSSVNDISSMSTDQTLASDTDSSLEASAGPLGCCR
# ROCK2 blocker – inhibitors of human ROCK2 kinase, primary screen, biochemical, high-throughput, luminescence. Rho-associated protein kinase 2 (Homo sapiens), O75116. inhibition, % at 6 µM. AID 604, 2007. 0.35% of 60,000 active. purified ROCK2, Kinase-Glo ATP depletion luminescence;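 active = inhibition above the screen-wide mean inhibition plus 3 SD, cut at about 18% in these data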;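 note: plate controls were DMSO wells for no effect and Y-27632 control wells after no-enzyme background subtraction for full effect; many of its hits are not listed in these tables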
# Cdc25B inh – inhibitors of Cdc25B phosphatase catalytic domain, primary screen, biochemical, OMFP fluorescence. M-phase inducer phosphatase 2 (Homo sapiens), P30305. recombinant Cdc25B, OMFP fluorescence Ex485/Em525. inhibition, %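 (compounds tested at 10 µM final in the well)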. 0.1% of 65,000 active; in the data active = inhibition above about 50%
# Target sequence (P30305 whole entry, looked up, the tested form may be a part): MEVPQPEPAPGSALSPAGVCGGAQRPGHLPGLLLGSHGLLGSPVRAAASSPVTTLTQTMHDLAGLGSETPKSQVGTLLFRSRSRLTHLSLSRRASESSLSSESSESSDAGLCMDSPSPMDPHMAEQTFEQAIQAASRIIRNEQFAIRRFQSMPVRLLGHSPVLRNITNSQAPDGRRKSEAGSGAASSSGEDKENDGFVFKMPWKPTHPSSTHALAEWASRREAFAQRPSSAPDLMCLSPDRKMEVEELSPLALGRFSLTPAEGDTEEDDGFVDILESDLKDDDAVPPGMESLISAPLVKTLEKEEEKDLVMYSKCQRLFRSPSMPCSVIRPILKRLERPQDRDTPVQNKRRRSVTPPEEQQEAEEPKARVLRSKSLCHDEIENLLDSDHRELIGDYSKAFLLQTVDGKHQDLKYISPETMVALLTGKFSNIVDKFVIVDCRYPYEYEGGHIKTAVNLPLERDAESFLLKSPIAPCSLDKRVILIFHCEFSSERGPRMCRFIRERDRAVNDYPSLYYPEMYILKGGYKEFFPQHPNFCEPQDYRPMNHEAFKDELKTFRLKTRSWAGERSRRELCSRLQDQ
# MMP-13 inhibitor – human MMP13 inhibitors, primary screen, biochemical, FRET peptide cleavage; Collagenase 3 (Homo sapiens), P45452; MMP-13 fTHP FRET cleavage, Mca fluorescence; inhibition, % at 4 µM; 0.07% of 65,000 active;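 active = inhibition above the mean of compound-free control plate wells plus 3 SD, cut at about 14% in these data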;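 note: 0% = DMSO wells and 100% = wells with reference MMP-13 inhibitor after basal subtraction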
# Active calls of the source: *; . = no result given; [ ] = dose if it differs, or a comment.
Compound	HEK293 NFkB inh	TNAP act DEA	Jurkat viability	DUSP1 inh	PKA inh	JNK3 blocker	ROCK2 blocker	Cdc25B inh	MMP-13 inhibitor
CCCn1c(SCC(=O)c2ccc3c(c2)OCCO3)nnc1C(C)C	22	0.9	12	-19	4	2	-5	-11	-2
CC(=O)N1CCc2cc(S(=O)(=O)CCC(=O)Nc3cccc(F)c3)ccc21	-3	0.9	-2	-16	13	-1	6	7	1
CCOC(=O)CC(NC(=O)c1ccco1)c1ccccc1Cl (configuration not stated)	6	1	4	-7	4	-1	-1	19	8
O=C(CC1Oc2ccccc2NC1=O)NCCCN1CCN(C2CCCCC2)CC1 (configuration not stated)	7	0.9	11	6	-8	-9	-5	-7	9
O=C(CCSc1nnnn1-c1ccccc1)N1CCOCC1	-3	0.9	.	4	4	.	.	5	4
O=[n+]1cc(-c2cc3ccccc3o2)n([O-])c2c1CCCC2	4	0.8	0	-7	-1	-5	0	2	-36
CCCCn1c(N)c(N(CCOC)C(=O)CSc2nc3ccc(C)cc3[nH]2)c(=O)[nH]c1=O	1	1	.	3	8	.	.	-8	-1
CC(CC(=O)O)CC1=NS(=O)(=O)c2ccccc2N1 (configuration not stated)	8	1	-5	22	16	-4	5	-8	-2
COc1ccc(C(=O)NCCc2nnc(SCC(=O)Nc3ccccc3)n2C)cc1	6	0.9	7	12	-2	-3	-6	-2	0
COc1ccc(S(=O)(=O)N2CCCC(C(=O)NCc3ccccn3)C2)cc1Cl (configuration not stated)	12	0.9	-7	9	-1	-3	1	2	5
CCCCSCCCNC(=O)Nc1cccc(OC)c1	7	0.9	-11	8	8	9	6	-15	-1
c1ccc(-c2nnc(SCc3nc4ccccc4[nH]3)o2)cc1	8	1	0	0	10	3	7	0	1
COC(=O)c1ccccc1NC(=O)CSc1nnc(-c2cccc(NC(C)=O)c2)n1C	13	0.9	-2	1	6	11	6	-11	-4
CC1(C)CC(=O)C=C(N2CCNCC2)C1	4	0.9	2	9	-7	-15	-7	-3	7
CCOc1cc(C#N)c(NC(=O)c2ccnn2C)cc1OCC	-2	0.8	0	1	5	-6	-3	4	4
Cn1nnnc1SCC(=O)Nc1ccccc1-c1ccccc1	6	0.8	-10	-9	3	-4	6	3	-3
O=C(O)c1ccc2nc(C(F)(F)F)[nH]c2c1	10	1	-9	-2	-10	9	-11	0	8
CCOC(=O)C1CCCN(C(=O)c2cnn3c(C(F)F)cc(-c4ccc(C)cc4)nc23)C1 (configuration not stated)	9	0.9	6	-7	2	4	-12	-13	-8
CC1=C(C(=O)Nc2ccccn2)C(c2ccc(Br)cc2)n2ncnc2N1 (configuration not stated)	2	1	3	-6	9	7	3	4	-1
N#Cc1c2n(c3c(=O)[nH]cnc13)CCCC2	18	1	-2	4	8	10	7	-3	4
CC1(C)CNC(=O)c2sc(N3CCCCC3)nc2C1	0	0.9	-7	32	13	2	5	6	7
CCCc1cc(C(=O)Nc2cccnc2)no1	16	0.9	3	1	-5	2	-1	4	-4
CC(=O)NCCc1ccc(S(=O)(=O)N2CCOCC2)cc1	0	0.9	0	-16	10	-12	1	7	6
COc1ccc(S(=O)(=O)N2CCSC2c2ccc(OC)c(OC)c2)cc1 (configuration not stated)	8	0.9	15	-22	-1	1	-2	-4	6
CCCCOCCCNC(=O)Cc1cccs1	-15	0.9	-6	9	2	-4	1	-2	4
O=C(COc1ccc(-c2nnco2)cc1)N1CCN(S(=O)(=O)c2ccccc2)CC1	1	1	.	26	7	.	.	-9	0
COc1ccc(OC)c(C2/C(=C(\O)c3ccc(OC)c(Cl)c3)C(=O)C(=O)N2CCN(C)C)c1 (configuration not stated)	.	0.9	.	-14	4	3	5	-19	-2
CC1(C)CC(=O)C2=C(C1)N(c1ccccc1C#N)C(N)=C(C#N)C2c1cccs1 (configuration not stated)	5	0.9	.	42	-5	.	.	8	4
Cn1c(=O)c2cc(S(=O)(=O)N3CCOCC3)ccc2n(C)c1=O	4	0.8	1	6	-1	-2	1	-2	-2
N#CCOc1nc(N2CCOCC2)nc(N2CCOCC2)n1	21	0.9	7	3	0	-3	-3	7	1

# Four entries from above, arranged by heavy-atom count, rising.
Compound	HEK293 NFkB inh	TNAP act DEA	Jurkat viability	DUSP1 inh	PKA inh	JNK3 blocker	ROCK2 blocker	Cdc25B inh	MMP-13 inhibitor
O=[n+]1cc(-c2cc3ccccc3o2)n([O-])c2c1CCCC2	4	0.8	0	-7	-1	-5	0	2	-36
Cn1nnnc1SCC(=O)Nc1ccccc1-c1ccccc1	6	0.8	-10	-9	3	-4	6	3	-3
O=C(COc1ccc(-c2nnco2)cc1)N1CCN(S(=O)(=O)c2ccccc2)CC1	1	1	.	26	7	.	.	-9	0
CCCCn1c(N)c(N(CCOC)C(=O)CSc2nc3ccc(C)cc3[nH]2)c(=O)[nH]c1=O	1	1	.	3	8	.	.	-8	-1

# Continued.
Compound	HEK293 NFkB inh	TNAP act DEA	Jurkat viability	DUSP1 inh	PKA inh	JNK3 blocker	ROCK2 blocker	Cdc25B inh	MMP-13 inhibitor
Oc1ccc(-c2[nH]ncc2-c2ccc(Cl)cc2)c(O)c1	11	1	3	23	13	3	13	6	2
c1ccc2c(CNn3cnnc3)cccc2c1	-4	1	4	-5	1	0	1	-12	1
Cc1[nH]nc2ncc(C(=O)c3ccccc3O)cc12	18	1	.	8	2	.	.	0	1
O=C(COc1ccc(Cl)cc1)NCCCn1ccnc1	3	0.9	-1	5	6	-2	6	-8	4
O=C(NCc1ccc(F)cc1)C1C2C=CC3(CN(Cc4cccnc4)C(=O)C13)O2 (configuration not stated)	6	1	.	23	6	.	.	-4	0
CCOc1cc(-c2nc(-c3ccc(C)nc3OCC)no2)cc(OCC)c1OCC	14	0.9	2	0	6	0	5	-12	-3
O=C1c2ccccc2C(=O)N1c1ccc(-c2nc3ccccc3o2)cc1	19	0.9	8	38	-2	6	-2	6	-1
O=c1[nH]c2ccc(S(=O)(=O)NCc3ccccn3)cc2s1	8	1	.	1	0	.	.	-16	-1
Cc1cc(Nc2cccc(F)c2)nc(-c2ccccc2O)n1	3	0.9	-8	19	-2	4	4	4	-7
CCC(=O)Nc1ccc(NC(=O)Cc2ccccc2)cn1	2	0.9	1	7	15	-3	4	6	3
CCCCCOc1ccc(C(=O)NC(CCC)C(=O)O)cc1 (configuration not stated)	12	0.9	1	-8	6	-1	6	8	-2
N#CC(C(N)=O)=C1CCC2(CC1)OCCCCO2	9	0.9	-1	2	3	-8	-1	4	0
CCc1ccc(CCC(=O)Nc2nnc(C)s2)o1	13	1	-2	1	10	3	7	-6	0
Cc1cc(NC(=O)c2cccc(S(=O)(=O)N3CCCC3)c2)no1	16	0.9	1	-1	-3	-5	-4	-17	1
CCOCCN(C(=O)COC)c1cccc(OC)c1	.	1	.	-21	5	2	-5	-3	6
OC(CNCc1ccco1)COc1ccccc1 (configuration not stated)	-5	0.9	1	7	11	-1	6	-18	1
CCOc1ccccc1C1C(C#N)=C(SCC(=O)OC)NC(=O)C1C(=O)OC (configuration not stated)	7	0.9	1	-2	4	0	0	1	2
COc1ccccc1NC(=O)C1=C(C)Nc2nc(CCCO)nn2C1c1ccc2c(c1)OCO2 (configuration not stated)	8	1	6	7	0	-1	5	-15	-6
COC(=O)NC1CCS(=O)(=O)C1 (configuration not stated)	6	0.9	-4	1	13	-3	4	-7	4
CC(=O)Nc1nnc(C)s1	0	0.9	1	2	5	7	3	-26	2
COc1ccc(C(=O)NCCn2cc(SCC(=O)N3CCOCC3)c3ccccc32)cc1	14	1	3	1	11	-6	4	-17	-3
CC(=O)c1cc(Cl)ccc1OC(=O)c1ccco1	9	0.9	-1	-3	5	0	7	-7	3
FC(F)(F)c1cccc(N2CCN(Cc3cccnc3)CC2)c1	10	1	5	3	-1	-4	4	-2	0
COc1ccc(C(CC(=O)O)NC(=O)C2CCCCC2)cc1 (configuration not stated)	11	1	-3	0	10	2	7	13	4
c1ccc(-c2noc(-c3cccc4ccccc34)n2)nc1	-58	0.9	-6	6	8	4	6	-3	-93[fluorescence artefact?]
Nc1ccccc1NC(=O)c1ccccc1N	10	0.9	-6	-12	9	1	4	-9	-35
O=C(O)CSc1nnc(CNc2cccc(C(F)(F)F)c2)n1Cc1ccco1	16	1	-4	23	3	-1	5	-10	4
CCOc1ccccc1Nc1ncccc1C(=O)N1CCCC1	12	0.9	3	-18	7	-1	8	-5	2
Cc1c(NC(=O)C2(c3ccccc3)CCOCC2)c(=O)n(-c2ccccc2)n1C	9	0.9	-4	-1	10	2	6	-9	5
O=C(CSc1nnc(-c2cccc(S(=O)(=O)N3CCCCC3)c2)o1)c1ccc[nH]1	13	0.9	-7	19	7	-4	6	-5	-1
CCCCN(CCCC)S(=O)(=O)c1ccc(OC)c2ncccc12	12	1	-2	22	1	-1	-2	0	-3
O=C1CC(c2ccccc2)n2nc(NC(=O)c3ccccn3)nc2N1 (configuration not stated)	4	1	-2	-2	7	-3	3	1	-9

# Taken from the listing (2 entries):
Compound	HEK293 NFkB inh	TNAP act DEA	Jurkat viability	DUSP1 inh	PKA inh	JNK3 blocker	ROCK2 blocker	Cdc25B inh	MMP-13 inhibitor
CCCCN(CCCC)S(=O)(=O)c1ccc(OC)c2ncccc12	12	1	-2	22	1	-1	-2	0	-3
O=C1CC(c2ccccc2)n2nc(NC(=O)c3ccccn3)nc2N1 (configuration not stated)	4	1	-2	-2	7	-3	3	1	-9

# Ordered by the number under DUSP1 inh (rising): three from the list above
mol	DUSP1 inh
CCOc1ccccc1Nc1ncccc1C(=O)N1CCCC1	-18
COC(=O)NC1CCS(=O)(=O)C1 (configuration not stated)	1
c1ccc(-c2noc(-c3cccc4ccccc34)n2)nc1	6

# An excerpt of these results, with each value named:
O=C(CSc1nnc(-c2cccc(S(=O)(=O)N3CCCCC3)c2)o1)c1ccc[nH]1
  HEK293 NFkB inh: 13; TNAP act DEA: 0.9; Jurkat viability: -7; DUSP1 inh: 19; PKA inh: 7; JNK3 blocker: -4; ROCK2 blocker: 6; Cdc25B inh: -5; MMP-13 inhibitor: -1
CCCCN(CCCC)S(=O)(=O)c1ccc(OC)c2ncccc12
  HEK293 NFkB inh: 12; TNAP act DEA: 1; Jurkat viability: -2; DUSP1 inh: 22; PKA inh: 1; JNK3 blocker: -1; ROCK2 blocker: -2; Cdc25B inh: 0; MMP-13 inhibitor: -3
O=C1CC(c2ccccc2)n2nc(NC(=O)c3ccccn3)nc2N1 (configuration not stated)
  HEK293 NFkB inh: 4; TNAP act DEA: 1; Jurkat viability: -2; DUSP1 inh: -2; PKA inh: 7; JNK3 blocker: -3; ROCK2 blocker: 3; Cdc25B inh: 1; MMP-13 inhibitor: -9
